# KOR beta-arrestin-1 = kappa opioid receptor activators – cell-based, luminescence, uHTS, primary screen (AID 1777); KOR beta-arrestin recruitment, luminescence; higher % means a stronger effect; 0.02% of 280,000 active; activation, % at 10 µM, or EC50 in µM where a hit was titrated; in the data active means activation above about 50%, passing the limit was not always enough; further: a part of the inactive calls stands beside numbers as strong as those of hits
# human PMI inhibitors = human PMI inhibitors, high substrate, primary screen, biochemical, fluorescence intensity, high mannose 6-phosphate (AID 1220). recombinant PMI enzyme, coupled fluorescence intensity; higher % means a stronger effect. inhibition, % at 20 µM, or IC50 in µM where a hit was titrated. 0.66% of 190,000 active
# TNAP activators = stimulation of alkaline phosphatase TNAP activity – biochemical, luminescent, no phosphate acceptor, uHTS, primary screen (AID 1001). purified TNAP, luminescent activation assay, no phosphate acceptor; higher activation fold means a stronger effect. activation fold at 20 µM, or EC50 in µM where a hit was titrated. 0.03% of 200,000 active; in the data active means activation fold from about 3, or a potency from the dose series; inactive means the rest, 99 in 100 with activation fold below about 1.6; further: many of its hits are not listed in these tables
# LYP inhibition = PTPN22 lymphoid phosphatase activity blockers – biochemical, fluorescence intensity, uHTS (AID 1779); recombinant LYP phosphatase, fluorescence intensity; higher % means a stronger effect; inhibition, % at 11.5 µM, or IC50 in µM where a hit was titrated; 0.054% of 290,000 active;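 further: plate controls were vehicle with enzyme for no effect and no enzyme for full effect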
# XIAP displacement = small molecules displacing peptide from XIAP – biochemical, IAP family, fluorescence polarization (AID 1018). 0.007% of 200,000 active. XIAP BIR domain, fluorescence polarization peptide displacement; higher % means a stronger effect. displacement, % at 20 µM; hits with a dose series show IC50 in µM; in the data active means displacement above about 50%; further: a part of the inactive calls stands beside numbers as strong as those of hits
# NOD1 NF-kB reporter = NOD1 signaling inhibitors, primary screen, cell-based, luminescence, uHTS (AID 1578); NOD1-driven NF-kB luciferase reporter cells, luminescence; higher % means a stronger effect; one-dose inhibition, % at 4 µM; EC50 in µM for titrated hits; 1% of 290,000 active; in the data active means inhibition mostly above about 36%, no sharp cut-off; inactive means mostly below about 34%;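 further: HEK-293T reporter cells stimulated with the NOD1 agonist gamma-tri-DAP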
# PMI inhibitors = inhibitors of human PMI, primary screen, biochemical, fluorescence intensity, coupled assay (AID 1209); purified PMI enzyme, coupled fluorescence intensity; higher % means a stronger effect; 0.42% of 190,000 active; one-dose inhibition, % at 20 µM; IC50 in µM for titrated hits;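 further: plate controls were DMSO vehicle for no effect and wells lacking substrate for full effect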
# NOD2 inhibition = NOD2 signaling inhibitors, cell-based, luminescence, uHTS, HEK293 (AID 1566); HEK293 NOD2/NF-kB luciferase reporter, luminescence; higher % means a stronger effect; one-dose inhibition, % at 4 µM; EC50 in µM for titrated hits; 0.63% of 290,000 active; further: many of its hits are not listed in these tables
# KOR beta-arrestin-2 = KOR antagonists, beta-arrestin recruitment, cell-based, luminescence, uHTS (AID 1778); 0.091% of 290,000 active; inhibition, % at 10 µM, or IC50 in µM where a hit was titrated; KOR beta-arrestin recruitment, luminescence, antagonist mode; higher % means a stronger effect; further: strong numbers were not always called active
# An asterisk follows results filed as active; x = no result given; [ ] = remark or other dose. Unless noted, no stated cut-off is given here; in the data, active means inhibition above about 50%; inactive means the rest. This is a subset, so the mix of outcomes need not match the whole.
(1) COc1ccc(C[C@H]2COC(=O)[C@@H]2Cc2ccc(OC3OC(CO)C(O)C(O)C3O)c(OC)c2)cc1OC (stereo partly specified)
(2) O=C(O)c1cccnc1Nc1cccc(C(F)(F)F)c1
(3) CCCCCC(=O)O[C@]1(C(C)=O)CC[C@H]2[C@@H]3CCC4=CC(=O)CC[C@]4(C)[C@H]3CC[C@@]21C
(4) CCn1cc(C(=O)O)c(=O)c2cnc(N3CCNCC3)nc21
(5) C1COC(NC(C2CC2)C2CC2)=N1
(6) CCCc1nc(C(C)(C)O)c(C(=O)O)n1Cc1ccc(-c2ccccc2-c2nn[nH]n2)cc1
(7) C/C=C(/C)C(=O)OC(C)(C)[C@@H]1Cc2c(ccc3ccc(=O)oc23)O1
(8) Cc1cccc2c1NC(=O)C2(c1ccc(O)cc1)c1ccc(O)cc1
(9) CC1Cc2ccccc2N1NC(=O)c1ccc(Cl)c(S(N)(=O)=O)c1 (stereo unspecified)
(10) Cc1cncn1CCc1nc2c3ccccc3nc(SCC(=O)Nc3cccc(Cl)c3)n2n1
Screen / compound no. | 1 | 2 | 3 | 4 | 5 | 6 | 7 | 8 | 9 | 10
KOR beta-arrestin-1 | 4.1% | -4.2% | -0.1% | 0.3% | 0.0% | -2.8% | 2.1% | 28% | -1.5% | 21%
human PMI inhibitors | -8% | -11% | 14% | 14% | -10% | -8% | -5% | 6% | -6% | -9%
TNAP activators | 1 | 1.1 | 1 | 1.1 | 1.1 | 1.1 | 1.1 | 1.1 | 1.1 | 1.1
LYP inhibition | -8% | 3% | 8% | -6% | -2% | -7% | -8% | -4% | -3% | -9%
XIAP displacement | -12% | 0.9% | -6.9% | -3.6% | -2.6% | -3.8% | -7.2% | -1.4% | -4.8% | 2.8%
NOD1 NF-kB reporter | -26% | -37% | -32% | -28% | -12% | -8% | -44% | 15% | -2% | -13%
PMI inhibitors | -7% | -21% | 16% | 8% | -10% | -7% | -7% | 9% | -4% | 6%
NOD2 inhibition | 4% | -19% | 17% | 6% | -7% | 9% | 8% | 21% | 2% | 10%
KOR beta-arrestin-2 | -42% | -8% | 1% | -10% | -17% | -19% | -6% | -337% | 6% | -22%

# 9 structures from above, ordered by molecular weight, falling.
(1) COc1ccc(C[C@H]2COC(=O)[C@@H]2Cc2ccc(OC3OC(CO)C(O)C(O)C3O)c(OC)c2)cc1OC (stereo partly specified)
(10) Cc1cncn1CCc1nc2c3ccccc3nc(SCC(=O)Nc3cccc(Cl)c3)n2n1
(6) CCCc1nc(C(C)(C)O)c(C(=O)O)n1Cc1ccc(-c2ccccc2-c2nn[nH]n2)cc1
(3) CCCCCC(=O)O[C@]1(C(C)=O)CC[C@H]2[C@@H]3CCC4=CC(=O)CC[C@]4(C)[C@H]3CC[C@@]21C
(9) CC1Cc2ccccc2N1NC(=O)c1ccc(Cl)c(S(N)(=O)=O)c1 (stereo unspecified)
(8) Cc1cccc2c1NC(=O)C2(c1ccc(O)cc1)c1ccc(O)cc1
(4) CCn1cc(C(=O)O)c(=O)c2cnc(N3CCNCC3)nc21
(2) O=C(O)c1cccnc1Nc1cccc(C(F)(F)F)c1
(5) C1COC(NC(C2CC2)C2CC2)=N1
Screen / compound no. | 1 | 10 | 6 | 3 | 9 | 8 | 4 | 2 | 5
KOR beta-arrestin-1 | 4.1% | 21% | -2.8% | -0.1% | -1.5% | 28% | 0.3% | -4.2% | 0.0%
human PMI inhibitors | -8% | -9% | -8% | 14% | -6% | 6% | 14% | -11% | -10%
TNAP activators | 1 | 1.1 | 1.1 | 1 | 1.1 | 1.1 | 1.1 | 1.1 | 1.1
LYP inhibition | -8% | -9% | -7% | 8% | -3% | -4% | -6% | 3% | -2%
XIAP displacement | -12% | 2.8% | -3.8% | -6.9% | -4.8% | -1.4% | -3.6% | 0.9% | -2.6%
NOD1 NF-kB reporter | -26% | -13% | -8% | -32% | -2% | 15% | -28% | -37% | -12%
PMI inhibitors | -7% | 6% | -7% | 16% | -4% | 9% | 8% | -21% | -10%
NOD2 inhibition | 4% | 10% | 9% | 17% | 2% | 21% | 6% | -19% | -7%
KOR beta-arrestin-2 | -42% | -22% | -19% | 1% | 6% | -337% | -10% | -8% | -17%

# Additional results.
(11) CN1CCCN=C1COC(=O)C(O)(c1ccccc1)C1CCCCC1 (stereo unspecified)
(12) C/C=C/C(=O)N(CC)c1ccccc1C
(13) CCCCNc1ccc(C(=O)OCCN(C)C)cc1
(14) Nc1nc(O)c(N=Nc2ccc(S(N)(=O)=O)cc2)c(=O)[nH]1
(15) CCN(CC)CCOC(=O)c1ccc(N)cc1
Screen / compound no. | 11 | 12 | 13 | 14 | 15
KOR beta-arrestin-1 | -2.0% | -7.2% | 1.3% | 3.1% | -4.7%
human PMI inhibitors | -8% | 2% | 3% | x | x
TNAP activators | 1.1 | 1.1 | 1.1 | x | x
LYP inhibition | -3% | -5% | -2% | -8% | -4%
XIAP displacement | -6.0% | -3.5% | -3.2% | x | x
NOD1 NF-kB reporter | -16% | -8% | -14% | 7% | -14%
PMI inhibitors | -11% | -2% | -3% | x | x
NOD2 inhibition | -6% | 4% | 11% | 10% | -20%
KOR beta-arrestin-2 | 7% | 6% | -26% | -28% | -9%[20 µM]

# Assay outcomes from PubChem BioAssay.
